T cell modulator = modulators of CD8 T cell-vesicle binding, primary screen, mouse 2C CD8+ T cells, flow cytometry; 2C CD8+ T cell-vesicle binding; stronger effect = lower value; calls only at 7 µM; 0.068% of 330,000 active; AID 2052, 2009;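 active = response, share of CD8 T cells binding vesicles, and their 90th percentile fluorescence all below set limits, cut at about 80% in these data, passing the limit was not always enough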
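incubation = binding step 1.5 h, 37 °C, antibody labelling 20 min, ice | test system = 2C mouse CD8+ T cells | read-out basis = percent CD8+ FL2 mean versus row control | controls = Peptide-free naked vesicles (low) and QL9 vesicles with 0.7% DMSO vehicle (high) | detection = flow cytometry of vesicle-bound cells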
T cell modulator vesicle-bound % = second read-out of T cell modulator, no call of its own (marks repeat the call); double positive events, %; measured here: CD8+ vesicle-bound cell fraction;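 binding gate set so that unloaded-vesicle control wells show 10% double positive cells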
An asterisk follows results filed as active; i = inactive.

SMILES	T cell modulator	T cell modulator vesicle-bound %
O=C(COC(=O)c1ccc(Cl)c(S(=O)(=O)N2CCCCC2)c1)NCC1CCCCC1	i	44
CCOC(=O)CCCCCC(=O)Nc1ccc2c(c1)CC(=O)N([C@@H](C)CO)C[C@H](C)[C@@H](CN(C)C(=O)Nc1ccc3c(c1)OCO3)O2	i	6
N#Cc1ccc(OCC(=O)NNC(=O)C2CCCCC2)cc1	i	6
O=C(Cn1cc(C(F)(F)F)cc(Cl)c1=O)Nc1cccc(S(=O)(=O)N2CCCCC2)c1	i	38
O=C(c1ccc(Cl)cc1)N1CCN(S(=O)(=O)/C=C/c2ccccc2)CC1	i	7
CC1CCN(C(=O)COC(=O)C(C)N2C(=O)c3ccccc3C2=O)CC1 (stereo not drawn)	i	47
C[C@H](CO)N1C[C@H](C)[C@@H](CN(C)S(C)(=O)=O)Oc2ccc(NC(=O)NC3CCCCC3)cc2C1=O	i	10
Cc1cccc(NC(=O)CNC(=O)CN2CCN(C)CC2)c1C	i	38
O=C(COC(=O)c1c(Cl)cccc1Cl)NC1CCCCCCC1	i	31
N#C/C(=C\c1ccccc1)C(=O)NNS(=O)(=O)c1cccc([N+](=O)[O-])c1	i	20
C[C@@H](NC(=O)c1nc[nH]c1C(=O)NCc1ccc(CNC(=O)OC(C)(C)C)cc1)c1ccccc1	i	57
COc1ccc(NC(=O)COC(=O)c2ccc3c(c2)OCO3)c(OC)c1	i	48
COCC(=O)N(C)C[C@H]1N[C@@](Cc2ccccc2)(C(=O)OC)[C@H]2C(=O)N(C)C(=O)[C@@H]12	i	18
Cc1cc(CNC(=O)C2(C(F)(F)F)C/C(=C\Cc3ccccc3)CCCO2)nn1C (stereo not drawn)	i	27
CC(=O)Nc1ccc(S(=O)(=O)Nc2cccc(-c3nc4cc(C)ccc4o3)c2)cc1	i	60

Next part, starting with the last six of the part before.
SMILES	T cell modulator	T cell modulator vesicle-bound %
N#C/C(=C\c1ccccc1)C(=O)NNS(=O)(=O)c1cccc([N+](=O)[O-])c1	i	20
C[C@@H](NC(=O)c1nc[nH]c1C(=O)NCc1ccc(CNC(=O)OC(C)(C)C)cc1)c1ccccc1	i	57
COc1ccc(NC(=O)COC(=O)c2ccc3c(c2)OCO3)c(OC)c1	i	48
COCC(=O)N(C)C[C@H]1N[C@@](Cc2ccccc2)(C(=O)OC)[C@H]2C(=O)N(C)C(=O)[C@@H]12	i	18
Cc1cc(CNC(=O)C2(C(F)(F)F)C/C(=C\Cc3ccccc3)CCCO2)nn1C (stereo not drawn)	i	27
CC(=O)Nc1ccc(S(=O)(=O)Nc2cccc(-c3nc4cc(C)ccc4o3)c2)cc1	i	60
C[C@H](CO)N1C[C@H](C)[C@@H](CN(C)S(=O)(=O)c2ccccc2)Oc2c(NC(=O)C3CCCCC3)cccc2C1=O	i	21
C=CC[C@@H](CC(=O)N[C@@H](CO)Cc1ccccc1)C(=O)NCCOC(=O)[C@@H](CC=C)CC(=O)OC(C)(C)C	i	14
CN(C(=O)c1ccc(NC(=O)Cc2cccc(NC(=O)C3CCN(C(=O)C4CCCCC4)CC3)c2)cc1)C1CCCC1	i	18
O=C(CN1C(=O)NC(Cc2ccccc2)C1=O)Nc1ccc(F)c(Cl)c1 (stereo not drawn)	i	29
CC(=O)c1c(C)[nH]c(C(=O)C(C)Sc2nnc(NC3CC3)s2)c1C (stereo not drawn)	i	36
O=C(COC(=O)/C=C/c1ccc2c(c1)OCO2)NCc1ccccc1	i	48
CCOC1=CC(=O)N(Cc2ccccc2)C1	i	31
O=S(=O)(NC(=S)c1ccccc1)c1ccccc1	i	33
O=C(COc1ccccc1Br)N1CCNC1=O	i	41
CCOc1ccccc1NC(=O)COC(=O)c1nc2nccc(C)n2n1	i	53
O=C(NC(=S)Nc1cccc(Cl)c1)c1cncc(Br)c1	i	35
Cn1c2ccccc2c(=O)c2cc(C#CC3=CCCCC3)ccc21	i	43
COc1cc(OC)c(N2CC(C(=O)NCCC3=CCCCC3)CC2=O)cc1Cl (stereo not drawn)	i	36
C=CC[C@H](CC(=O)N(CCO)Cc1ccccc1)C(=O)NCCOC(=O)[C@@H](CC=C)Cc1ccc(F)cc1	i	25
Cc1ccc(C(=O)CCC(=O)Nc2ncccc2C)cc1	i	42

Reprinted from the part before: five entries; new compounds follow.
SMILES	T cell modulator	T cell modulator vesicle-bound %
O=C(NC(=S)Nc1cccc(Cl)c1)c1cncc(Br)c1	i	35
Cn1c2ccccc2c(=O)c2cc(C#CC3=CCCCC3)ccc21	i	43
COc1cc(OC)c(N2CC(C(=O)NCCC3=CCCCC3)CC2=O)cc1Cl (stereo not drawn)	i	36
C=CC[C@H](CC(=O)N(CCO)Cc1ccccc1)C(=O)NCCOC(=O)[C@@H](CC=C)Cc1ccc(F)cc1	i	25
Cc1ccc(C(=O)CCC(=O)Nc2ncccc2C)cc1	i	42
COc1ncc(-c2ccc3c(c2)S(=O)(=O)c2cccc(C(=O)O)c2C3=O)cn1	i	36
O=C(C[C@H]1C/C=C\CC[C@@H](Cc2ccc(F)cc2)C(=O)OC[C@H]2CCCN2C1=O)N[C@H](CO)Cc1ccccc1	i	30
CCn1cnc2c(NCCc3cccnc3)nc(C#N)nc21	i	37
COc1cc(C(=O)NCC2CCCO2)cc(Br)c1OCc1ccccc1 (stereo not drawn)	i	40
CN1CCN(c2ccc(NC(=O)c3ccc(-c4ccccc4F)o3)cc2)CC1	i	44
CCOc1ccc(NC(=O)COC(=O)c2cc(S(=O)(=O)N3CCCC3)ccc2C)cc1	i	46
CCn1c(Cc2ccccc2)nnc1SCC(=O)c1c(N)n(C2CC2)c(=O)[nH]c1=O	i	38
CCOc1ccc(C(=O)NCC(=O)Nc2cc(C)ccn2)cc1OCC	i	43
CCCN(CC(=O)Nc1ccccc1OC)C(=O)c1ccc2ncsc2c1	i	44
Cc1ccc(CC(=O)CCc2ccccc2)cc1	i	27
CN(Cc1ccc(Cl)cc1)C(=O)c1ccc(S(=O)(=O)NCc2ccco2)cc1	i	43
CC(=O)c1ccc(NC(=O)CSc2nc3ccccc3c(=O)n2CCCN2CCOCC2)cc1	i	23
O=C(COC(=O)c1cccc(Cl)c1)NC(=O)NCc1ccccc1	i	20
COc1cccc(-c2c(-c3cc(OC)cc(OC)c3)n(C)c3ccc(-c4cnc(OC)nc4)cc23)c1	i	66
O=C(OCC(=O)N1CCOCC1)c1cc(S(=O)(=O)N2CCOCC2)c(Cl)cc1Cl	i	33
CC(=O)c1ccc(OCCCC(=O)Nc2cccc(S(=O)(=O)N3CCCCCC3)c2)cc1	i	54
O=C(c1cc(C2CC2)nn1-c1ccccc1)N1CCN(S(=O)(=O)c2cccc(F)c2)CC1	i	22
c1cc2c(cc1CNc1ccc(N3CCOCC3)cc1)OCO2	i	18
COc1ccc(/C=C/c2c(-c3ccccc3OC)sc3ccccc23)cc1OC	i	54
CC(=O)c1cccc(NCC(=O)N2CCN(S(=O)(=O)c3ccccc3)CC2)c1	i	50
CCCN(CC(=O)Nc1ccccc1OC)C(=O)CSc1ccc(Br)cc1C	i	33
COc1cc(OC)cc(C(=O)NNC(=O)Cc2cccs2)c1	i	34
CN(C)c1ccc(CCc2ccc(N)cc2)cc1	i	44
Cc1ccc(S(=O)(=O)Nc2nc(CN3CCOCC3)nc3sc(C)c(C)c23)cc1	i	40
C/C(=N\NC(=O)c1ccc(-n2cnnn2)cc1)c1ccc(Cl)cc1	i	35
COc1ccc(S(=O)(=O)Nc2ccc3cn[nH]c3c2)cc1[N+](=O)[O-]	i	23
CCOc1ccc2oc(C(=O)OCC(=O)N3CC(C)OC(C)C3)c(C)c2c1 (stereo not drawn)	i	7
CC(=O)Nc1ccc(C(=O)COC(=O)c2c(C)noc2C)c(F)c1	i	24
CCOC(=O)c1c(NC(=O)C2Cc3ccccc3C(=O)O2)sc2c1CCCC2 (stereo not drawn)	i	35
C[C@@H]1COC(=O)[C@H](CC(=O)OC(C)(C)C)C/C=C\C[C@H](CC(=O)NCCO)C(=O)N1	i	16
C/C=C/C1=CC(=O)C[C@H](c2ccc(Cl)cc2)C1	i	38
Cc1cccc(N(Cc2ccccc2)C(=O)CN2C(=O)NC3(CCCC3)C2=O)c1	i	40
Cc1ccc2c(COC(=O)C3CSC4(C)CCC(=O)N34)cc(=O)oc2c1C (stereo not drawn)	i	29
CCCCN(C(=O)CCC(=O)OCC(=O)NCc1ccccc1)c1c(N)n(CCC)c(=O)[nH]c1=O	i	6
CCOc1cccc(/C=C(\C#N)C(=O)NC2CC2)c1	i	28
COC(=O)c1c(-c2ccc(SC)cc2)sc2ccc(OC)cc12	i	52
Cc1cc(C)c(NC(=O)COc2cccnc2[N+](=O)[O-])c(C)c1	i	22
COc1cccc(CC(=O)OCC(=O)c2cc(OC)c(OC)c(OC)c2)c1	i	30
COc1ccc2[nH]c(O)c(N=NC(=O)c3ccc(NS(=O)(=O)c4cccs4)cc3)c2c1	i	43
CCN(CC)C(=O)OCCc1cc2ccccc2c(=O)o1	i	36
Cc1ccc(C)c(N2N=C(C(=O)Nc3cccc(S(=O)(=O)N4CCCCC4)c3)CCC2=O)c1	i	4
COc1ccc(CCNC(=O)c2oc3ccccc3c2C)cc1	i	40
COc1ccccc1CN(C)C(=O)COC(=O)c1c(C)noc1C	i	41
O=C(O)c1cc(-c2ccc(Cl)cc2)n(-c2ccc(F)cc2)n1	i	20
CC1CC(C)CN(C(=O)COC(=O)c2ccc([N+](=O)[O-])o2)C1 (stereo not drawn)	i	26
O=C(NCc1ccccc1Br)c1cccc2c1C(=O)c1ccc(N3CCC(Cc4ccccc4)CC3)cc1S2(=O)=O	i	10
CC(C)(C)OC(=O)C[C@@H]1C/C=C\C[C@@H](CC(=O)N[C@H](CO)Cc2ccccc2)C(=O)NCCOC1=O	i	8
COc1ccc(-c2cn(Cc3ccc(C(N)=O)cc3)c(CCN)n2)cc1	i	50
Nc1nc(COC(=O)C2CCN(C(=O)c3ccc(Cl)cc3)CC2)nc(Nc2ccccc2)n1	i	44
CN(C(=O)COC(=O)c1cc(=O)[nH]c2ccccc12)C1CCCCC1	i	42
CCN1CCN(C(=O)C(C)Sc2nnc3nc(C)cc(C)n23)CC1 (stereo not drawn)	i	12
COc1cc(C(=O)NCC(=O)Nc2c(C)cccc2C)ccc1OCc1ccccc1	i	37
CCCNC(=O)C(CC)NC(=O)c1cccc([N+](=O)[O-])c1 (stereo not drawn)	i	26
CC1(C)CC(=O)C=C(c2cccnc2)C1	i	37
Cc1cccc(C(=O)OCC(=O)NCC2COc3ccccc3O2)c1 (stereo not drawn)	i	53
CCCCCCSc1cc(-c2nc3ccc(C)cn3c2NCCCC)ccc1OC	i	15
COc1ccc(C(CNC(=O)C(CCSC)NC(=O)c2ccccc2Cl)N2CCCC2)cc1 (stereo not drawn)	i	45
CCN1C(=O)[C@H]2[C@@H](c3ccc(-c4ccc(F)cc4)c(OC)c3)N[C@@](Cc3ccccc3)(C(=O)OC)[C@H]2C1=O	i	11
O=C(COC(=O)CCNS(=O)(=O)c1cccs1)Nc1cc(C(F)(F)F)ccc1Cl	i	25
COc1ccc(Cl)cc1-c1nc(SCC(=O)NC2CCS(=O)(=O)C2)n[nH]1 (stereo not drawn)	i	37
(next part)
SMILES	T cell modulator	T cell modulator vesicle-bound %
CC(=O)c1c(C)[nH]c(C(=O)Nc2cccc(S(=O)(=O)N3CCCC3)c2)c1C	i	56
CN(C(=O)CSc1nnc(-c2ccc(F)cc2)n1C)C1CCS(=O)(=O)C1 (stereo not drawn)	i	5
Clc1ccccc1N1CCN(Cc2ccc(Br)o2)CC1	i	24
CC(=O)Nc1ccc(NC(=O)c2cc(S(=O)(=O)N3CCCCC3)ccc2C)cc1	i	47
CCC(CO)Oc1cc(NC(=O)c2ccc(OC)cc2)c2ncn(C(C)C)c2c1 (stereo not drawn)	i	5
CCOC(=O)[C@H]1[C@H]2COc3cc(OC)ccc3[C@@H]2N2C(=O)CN(CC3CCCO3)C(=O)[C@@]12C (stereo partly drawn)	i	46
C/C(=C\C(=O)c1ccccc1)Nc1ccc(Br)c(Cl)c1	i	44
Cc1cc(NC(=O)c2ccoc2C)ccc1Br	i	35
CCc1noc(C)c1C(=O)NNC(=O)c1nn(C)c(=O)c2ccccc12	i	3
CC(C)(C)[C@@H]1C=C(C(=O)O)[C@H](c2ccc(Cl)cc2)N1S(=O)(=O)c1ccccc1	i	22
COc1ccc(/C=C/C(=O)Nc2cccc(S(=O)(=O)NC3=NCCCCC3)c2)cc1OC	i	49
COCc1c(C(=O)NCCc2ccc(OC(F)F)cc2)oc2ccccc12	i	51
CSc1nc(N)nc2c1ncn2CC(=O)Nc1ccc(C)c(C)c1	i	9
CN(Cc1ccccc1)C(=O)c1ccc(NC(=O)C2CCN(C(=O)OC(C)(C)C)CC2)cc1	i	30
O=C(CSc1nnc(Nc2ccccc2)s1)NC1CC1	i	32
COc1ccc(S(=O)(=O)Nc2cc(Cl)ccc2-n2cncn2)cc1	i	45
Cc1cccc(C)c1NC(=O)CN(C)C(=O)C1CC1C (stereo not drawn)	i	40

Assay outcomes deposited in PubChem by NMMLSC.

Some of the compounds tested (hit frequency here may not be typical).
